Screening results: PubChem, several laboratories
HTR2A ag = mouse HTR2A agonism via beta-arrestin recruitment; P35363; CHO-K1 mHTR2A beta-arrestin complementation, luminescence; percent of 30 µM serotonin response; activation, % at 7.6 µM; actives 0.66% (n = 360,000); AID 624169;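 active means activation above a run cutoff, the mean activation of all tested compounds plus 3 SD, cut at about 14% in these data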;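 further: 0% = plate median of compound wells and 100% = 30 µM serotonin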
MC4R barr agon = human MC4R agonism via beta-arrestin. P32245. U2OS MC4R beta-arrestin complementation, luminescence; percent of melanotan II response, DMSO zero. activation, % at 8.9 µM. actives 0.98% (n = 360,000);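 active means activation above a per-plate cutoff, the mean activation of sample wells on that plate plus 3 SD, cut at about 8% in these data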
MC4R antag cAMP = blocks human MC4R cAMP signaling; inhibition, % at 6.5 µM; actives 0.48% (n = 360,000); P32245; MC4R-expressing cells, MTII-stimulated cAMP, LANCE TR-FRET;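 active means inhibition above its plate's cutoff, the mean of tested wells on that plate plus 3 SD, cut at about 29% in these data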;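 further: 0% = Melanotan II alone and 100% = Melanotan II plus saturating MCL0020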
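Assay system: U2OS cells stably expressing human melanocortin 4 receptor (MC4R) / Dosing: 6.5 µM / Timing: compound 30 min, challenge 1 h, detection 1 h / Measured by: Eu-cAMP/anti-cAMP TR-FRET, emission 671 nm / Replicates: singlicate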
ABCB6 inh MLPCN = human ABCB6 transporter inhibition | Q9NP58 | K562-ABCB6 porphyrin accumulation, flow cytometry, 1 h; hits give low values | fluorescence ratio to DMSO, % at 10 µM | actives 0.19% (n = 360,000) | AID 602162;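 active means fluorescence ratio to DMSO below 75%, the collection mean minus 3 SD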;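 further: signal is porphyrin accumulated inside mitochondria; 100% equals median channel fluorescence of DMSO control wells; lower ratio means ABCB6 inhibition with less porphyrin fluorescence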
NCOA2 inhibitor = human SRC2 (NCOA2) inhibition; actives 0.17% (n = 370,000); Q15596; inhibition, % at 9 µM; HEK293 GAL4-SRC2 luciferase reporter, luminescence;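 active means inhibition above the mean inhibition of all tested compounds plus 3 SD, set per campaign, cut at about 52% in these data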;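 further: 0% = DMSO treated cells and 100% = cells given Gossypol at 36 µM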
TLR9-MyD88 block = inhibitors of human TLR9-MyD88 binding | Q9NR96+Q99836 | CHO BLA complementation TLR9-MyD88, CCF4 FRET ratio | inhibition, % at 4.98 µM | actives 0.21% (n = 340,000);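 active means inhibition above the mean over all tested compounds plus 3 SD, cut at about 21% in these data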;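 further: 0% = DMSO only wells and 100% = clavulanate BLA inhibitor control wells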
NOD2-RIPK2 inh = NOD2-RIPK2 protein interaction inhibition; O43353; CHO BLA complementation NOD2-RIPK2, CCF4 ratio; inhibition, % at 4.98 µM; actives 0.38% (n = 360,000); in the data active means inhibition above about 21%;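 further: 0% = vehicle only and 100% = reference blocker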
N-glyco inh = N-linked glycosylation inhibition; D54 ERlucT glycosylation luciferase reporter, 24 h; percent of 100 nM tunicamycin response; reporter increase, % at 12.5 µM; AID 588692; actives 0.23% (n = 360,000);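 active means mean luciferase reporter signal, scaled so untreated is 0 and the glycosylation-blocking control 100, at or above a set limit in every replicate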;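 further: luciferase carries N-glycosylation sites so blocking glycosylation raises the light; 0% = median of neutral control wells and 100% = median of 100 nM tunicamycin wells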
ABHD5-PLIN5 inh = ABHD5-PLIN5 protein interaction inhibition | Split G. princeps luciferase complementation, luminescence, 4 h | inhibition, % at 4 µM | actives 0.78% (n = 360,000) | AID 602281;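 active means inhibition above the mean inhibition across every tested compound plus 3 SD, cut at about 22% in these data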;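 further: 0% = DMSO only wells and the 100% control is not disclosed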
Target sequence (Q00G26 whole entry, looked up): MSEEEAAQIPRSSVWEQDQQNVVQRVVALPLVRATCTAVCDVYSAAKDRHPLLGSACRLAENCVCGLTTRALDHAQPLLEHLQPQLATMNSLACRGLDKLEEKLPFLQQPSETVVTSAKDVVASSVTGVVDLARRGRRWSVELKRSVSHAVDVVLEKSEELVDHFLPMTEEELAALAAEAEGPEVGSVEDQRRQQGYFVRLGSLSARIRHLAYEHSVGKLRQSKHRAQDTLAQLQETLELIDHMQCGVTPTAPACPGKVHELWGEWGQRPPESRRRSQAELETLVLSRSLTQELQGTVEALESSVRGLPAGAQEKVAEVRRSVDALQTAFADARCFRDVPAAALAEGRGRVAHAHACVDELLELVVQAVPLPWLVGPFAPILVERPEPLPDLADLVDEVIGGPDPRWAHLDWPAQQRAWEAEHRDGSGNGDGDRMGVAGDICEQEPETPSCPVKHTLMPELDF
Target sequence (Q8WTS1 whole entry, looked up): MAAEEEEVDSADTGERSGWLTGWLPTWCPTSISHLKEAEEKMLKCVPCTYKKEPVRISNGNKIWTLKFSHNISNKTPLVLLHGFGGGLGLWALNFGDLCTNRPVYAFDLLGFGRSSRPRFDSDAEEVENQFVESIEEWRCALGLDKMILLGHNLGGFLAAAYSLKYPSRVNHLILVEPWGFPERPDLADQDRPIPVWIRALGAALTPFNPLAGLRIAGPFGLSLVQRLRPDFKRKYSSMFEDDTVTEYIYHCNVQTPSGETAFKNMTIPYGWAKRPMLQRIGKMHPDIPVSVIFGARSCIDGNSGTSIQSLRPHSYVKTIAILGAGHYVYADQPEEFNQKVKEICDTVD
Cardio protect = protects H9c2 cardiomyocytes from peroxide injury. H2O2 injury protection, ATPLite, 2 h. protection from H2O2 cell death, % at 20 µM. actives 0.63% (n = 360,000). AID 588492;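 active means compounds giving at least 50% protection of heart cells from peroxide-induced death in the single-dose screen, raw or plate-pattern-corrected value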;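 further: 0% = DMSO wells with peroxide and 100% = DMSO wells without peroxide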
* = called active by the depositor; nt = not tested or not shown. An excerpt; rates above refer to the full screens.

The line under a structure holds: NCOA2 inhibitor	MC4R antag cAMP	Cardio protect	HTR2A ag	N-glyco inh	MC4R barr agon	TLR9-MyD88 block	ABHD5-PLIN5 inh	NOD2-RIPK2 inh	ABCB6 inh MLPCN
N#Cc1ccccc1NC(=O)CN1C(=O)NC(Cc2c[nH]c3ccccc23)C1=O (configuration not stated)
→ -17	2	12	5	0	-0.8	1	-2	1	118
Cc1cc(C)c2c(=O)[nH]n(C(C)C)c2n1
→ 4	2	13	4	2	0.5	-15	3	-7	99
CN1CCc2c(sc3c2c(=O)n(-c2cccc(Cl)c2)c2nncn32)C1
→ -6	5	5	23*	-1	-0.9	-6	1	-2	104
Cc1ccccc1NC(=O)C(=O)NNC(=O)COc1ccc2ccccc2c1
→ -30	5	-4	2	5	-0.6	-6	5	-2	98
CCN(C[C@H]1N[C@@](C)(C(=O)OC)[C@H]2C(=O)N(C)C(=O)[C@@H]12)C(=O)COC
→ 2	10	-4	-4	1	-2.2	5	14	-1	100
COc1ccc2ccccc2c1C1NC(=O)c2ccccc2N1 (configuration not stated)
→ -2	-16	1	-4	7	-1.4	-2	3	11	101
CCCn1c(=O)c2sccc2n2c(CCCC(=O)NCC3CCCO3)nnc12 (configuration not stated)
→ -21	11	-3	11	1	0.2	-5	12	-6	95
COC(=O)c1[nH]c2cccc(Cl)c2c1NC(=O)CN(C)C1CCCCC1
→ -11	2	18	1	-3	1.7	-7	1	0	93
Fc1ccc(/C=N/NC(=S)NCCc2ccccc2)cc1F
→ -23	-2	-14	-8	-2	1.3	0	-4	-3	94
O=C1c2ccccc2C(=O)N1Cc1nc(-c2ccccn2)no1
→ -15	0	5	3	-2	0.5	5	-1	-11	103
CCN(CC)C(=O)C(=O)N/N=C/c1ccc(F)cc1
→ -24	8	-3	-2	0	-1.6	6	0	-2	97
CC(O)(c1cccnc1)c1nc(-c2cccc(C#N)c2)cs1 (configuration not stated)
→ 3	-1	-13	5	-1	1.4	nt	13	-10	104
CCOC(=O)c1ccc(N2CCN(c3cc(C)ccc3C)CC2)c(N)c1
→ 12	1	-9	2	1	2.3	-13	-12	-13	97
C=CCOc1ccc(/C=C/C(C)=N\O)cc1
→ -45	7	-16	0	-3	-0.8	5	-7	4	100
COC(=O)c1ccc(C2NC(=S)N(c3ccccc3)C(C)=C2C(=O)Nc2ccccc2OC)cc1 (configuration not stated)
→ -4	-3	32	2	0	0.7	0	6	-12	93
CCOC(=O)Cn1c2ccc(OC)cc2c2nc3ccccc3nc21
→ -14	-4	-6	-1	-3	-2.2	-5	6	0	91
CCC(=O)c1ccc(OCC(O)Cn2c(C)nc3ccccc32)cc1 (configuration not stated)
→ 29	3	-24	2	-5	0.8	1	3	-4	97
CCc1nc(N(CC)CC)c2oc3ccccc3c2n1
→ 1	2	10	-4	3	-2.1	0	-11	-2	92
CCN(CC(=O)Nc1c(F)cccc1F)C(=O)c1ccc(C#N)cc1
→ -31	15	1	1	0	-1.3	-4	-5	-11	70*
CC(=O)c1cccc(NC(=O)C(C)OC(=O)/C=C/c2cccs2)c1 (configuration not stated)
→ -25	1	-8	3	-1	-1.6	0	3	-4	89
Cc1ccc(C(=O)O/N=C/c2c(Cl)n(C)c3ccccc23)cc1
→ 13	-1	-16	1	1	-0.6	-4	11	-7	102
Clc1cccc(CN2CCc3c([nH]c4ccccc34)C2)c1
→ 3	6	1	8	6	-0.2	12	4	7	92
CC(C)=C1C2C=CC1C(C(=O)Nc1cc(C)ccc1C)C2C(=O)O (configuration not stated)
→ -14	1	13	-2	-1	1.0	2	11	0	102
CC1Cc2ccccc2N1C(=O)CN1C(=O)C(=O)N(Cc2ccccc2)C1=O (configuration not stated)
→ -3	0	3	5	3	-0.4	0	-4	-2	201
CCOC(=O)c1ccc(N/C=C/C(=O)c2ccco2)cc1
→ -44	-3	-15	-3	-10	1.5	-8	0	9	96
Nc1ccccc1SCc1cn2ccccc2n1
→ -20	0	-4	2	-10	-1.6	3	0	-5	97
CC(C)[C@H](NC(=O)[C@@H]1CSCN1C(=O)OC(C)(C)C)C(=O)NCC1CCC(C(=O)O)CC1 (some centres not stated)
→ -6	0	0	0	-1	-0.5	-3	2	-6	96
CC(C)(C)C1CCSC2=NCCC[C@]2(c2ccccc2)C1 (some centres not stated)
→ -3	nt	nt	2	nt	nt	nt	-7	8	94
COc1ccc(-c2nnn(CC(=O)N3CCN(c4ccc(F)cc4)CC3)n2)cc1
→ -5	18	5	0	0	0.5	-2	2	-5	101
CCCCCCC(C)n1cc(C(C)=O)c(=O)n(C)c1=O (configuration not stated)
→ 0	3	-2	2	0	0.7	-16	-5	-3	102
CCCNc1c(NS(=O)(=O)c2ccc(C)c(C)c2)c(=O)oc2ccccc12
→ -15	1	2	2	-1	-1.0	-1	-9	-2	100
COC(=O)C1=C(C)NC(=O)C1(NC(=O)c1cccnc1)C(F)(F)F (configuration not stated)
→ -7	2	-2	6	1	-0.8	-4	0	4	86
COc1cccc(OC)c1C(=O)NCCN1CCN(C(=O)c2c(OC)cccc2OC)CC1
→ 7	-1	3	-3	nt	-1.3	9	-1	4	95
Cc1ccc(NC(=S)NCc2cccs2)c(C)c1
→ -3	0	2	0	-1	-0.3	-5	2	-5	102
c1ccc(Cc2ccc(OCCn3cncn3)cc2)cc1
→ 11	10	-8	1	-4	-2.3	8	6	-3	95
N#Cc1cc2c(nc1SCc1ccncc1)CCC2
→ -38	1	-6	1	2	-1.7	-5	-8	2	96
COC(=O)[C@@]12C[C@@H](CC(=O)NCc3cccs3)C(=O)N(CCc3ccc(OC)c(OC)c3)C1=CCC(C)(C)C2
→ -2	nt	nt	1	nt	nt	nt	-3	-20	nt
COc1ccc(-c2n[nH]c(=S)o2)c(OC)c1
→ -20	10	6	2	-1	-1.6	-4	4	-11	98
COc1ccc(NC(=S)N(CCCN2CCCCCC2)Cc2cccs2)cc1
→ 3	14	-12	4	1	0.9	-5	-3	-4	106
CC(C)(C)N(Cc1ccccc1)C(=O)COC(=O)C1CC1
→ -31	10	-7	2	1	0.3	-6	9	-15	95
O=C(CCN1C(=O)c2ccccc2S1(=O)=O)Nc1ccccc1
→ 7	-5	8	-3	0	-2.2	-5	-10	-2	98
COc1ccc(-c2cc(C(=O)Nc3cc(C)on3)c3ccccc3n2)c(OC)c1
→ 23	-4	19	6	1	0.9	6	7	-4	91
O=c1[nH]c(SCc2ccccc2[N+](=O)[O-])nc2nc[nH]c12
→ -14	10	-1	-2	-1	-0.9	-2	-4	-4	93
COc1ccc(OC)c(-c2c3c([nH]c(=S)c2C#N)CCCC3)c1
→ -7	8	-15	-3	-2	0.0	-8	-8	-3	96
Cc1cc(C)n(CCc2nc(-c3cccs3)cs2)n1
→ -11	5	-10	2	-2	-0.2	7	3	-11	99
Cc1ccccc1OCCC(=O)N(CC(C)C)c1c(N)n(Cc2ccccc2)c(=O)[nH]c1=O
→ 5	0	12	-5	3	-0.4	-4	3	-8	97
Cc1oc(-c2ccccc2Cl)nc1CS(=O)(=O)CC(=O)NCCN1CCOCC1
→ -23	11	-7	7	2	1.6	-7	-3	-6	97
Nc1ccc(S(N)(=O)=O)cc1N
→ -47	-2	6	0	1	-0.7	-4	1	4	105
COC(=O)[C@H](Cc1ccccc1)NC(=O)Cn1ccc(NC(=O)OCc2ccccc2)nc1=O
→ 4	7	5	-1	-1	-2.0	-3	2	-1	97
CN(C(=O)CN1C(=O)S/C(=C\c2cccc(Cl)c2)C1=O)C1CCS(=O)(=O)C1 (configuration not stated)
→ 14	-1	-4	-4	6	-2.3	-1	2	-17	101
COc1ccc(C2C(C(=O)c3ccco3)=C(O)C(=O)N2CC2CCCO2)cc1OC (configuration not stated)
→ 6	4	3	5	1	2.1	-2	-2	-9	95
Cc1nnc(SCC(=O)N2CCN(S(=O)(=O)c3ccccc3)CC2)n1Cc1ccccc1
→ -10	11	2	-3	1	-1.3	3	2	-6	101
O=C(NCCc1cccnc1)C1CCC(=O)N(Cc2ccc(Cl)cc2)C1 (configuration not stated)
→ -23	11	-2	7	1	1.7	4	-3	1	99
O=C(NNC(=O)c1ccc(F)c(S(=O)(=O)N2CCOCC2)c1)c1ccc([N+](=O)[O-])cc1
→ -8	1	-7	-2	0	0.3	1	14	-2	98
O=C(NCC1CCN(Cc2cccc(Cl)c2)CC1)C1CCCN(c2ncnc3c2nc2n3CCCCC2)C1 (configuration not stated)
→ 10	13	1	-17	4	1.6	1	3	2	100
O=C(O)C1CC=CCC1C(=O)Nc1ccc(N2CCN(Cc3ccccc3)CC2)cc1 (configuration not stated)
→ -36	2	6	7	3	-1.6	-4	-1	-10	89
O=C(CSc1ccc(-c2ccccn2)nn1)c1ccccc1
→ -34	11	48	1	-1	0.3	-1	-2	-8	94
COc1ccccc1N1CCN(CC(=O)c2c(C)[nH]c3ccccc23)CC1
→ 2	-8	10	-8	1	2.2	-3	-3	-1	99
COc1ccc(C)cc1S(=O)(=O)N1CCC(C(=O)NCCc2ccccc2)CC1
→ -8	1	1	-7	1	-2.0	7	-1	-8	86
Cc1ccc(NC(=O)C2CCN(S(=O)(=O)c3ccc(Cl)c(C(F)(F)F)c3)CC2)nc1
→ -23	2	-11	-2	2	9.9*	-5	-8	-4	84

Following part
The line under a structure holds: NCOA2 inhibitor	MC4R antag cAMP	Cardio protect	HTR2A ag	N-glyco inh	MC4R barr agon	TLR9-MyD88 block	ABHD5-PLIN5 inh	NOD2-RIPK2 inh	ABCB6 inh MLPCN
O=C(CN1C(=O)c2cccc3cccc1c23)Nc1ccccc1C(=O)NCc1ccco1
→ 8	-6	-11	-2	1	0.2	32*	23*	23*	105
O=[N+]([O-])c1cc(S(=O)(=O)N2CCOCC2)ccc1OCc1ccccc1C(F)(F)F
→ 1	2	-7	1	-1	1.2	-11	-6	-4	96
CC(=O)c1c(N=CN(C)C)nc(C)nc1-c1ccccc1
→ 3	-2	7	7	3	-1.1	-3	-1	-7	101
CCCNC(=O)c1cc(Cl)c(NC(=O)C2=C(C)OCCS2)cc1OC
→ -36	3	-1	3	0	-0.8	6	3	4	90
Cc1ccc(N(C)C(=O)N2CCN(S(=O)(=O)c3ccc4ccccc4c3)CC2)cc1
→ -3	9	-6	-3	-3	-2.5	2	-3	3	99
CN1CCN(c2ncnc3c2ncn3[C@H]2CN(Cc3ccc(C(=O)O)cc3)C[C@@H](CO)O2)CC1
→ -1	8	6	-5	2	-0.2	nt	1	-2	99
Cc1ccc(-c2cn(-c3ccccc3)c(=S)[nH]2)cc1C
→ -58	11	-16	-4	-8	-2.6	11	-10	4	98
Cc1cc(N)nc(C)c1C#N
→ -7	-1	2	-2	1	0.0	7	3	4	98
Cc1cccc(NC(=O)c2ccc3c(c2)C(=O)N(c2ccccn2)C3=O)c1C
→ -5	10	16	2	1	0.0	2	-3	-11	91
